TrxR1 substrate – substrates of rat thioredoxin reductase 1 | AID 588456 | Potency, µM (highest dose often 114 µM), for the others: top-dose activity change, negative = substrate turnover | hit rate 0.01% among 390,000 | purified TrxR1 substrate turnover, NADPH consumption readout | O89049; further: potency means the concentration at half of the fitted maximal effect; on the % scale 0 is the no-effect control and ±100 the full control effect; nearly all actives have a fitted effect of over 50% in size
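Rat TrxR1, dispensed at 90 nM, was prereduced with 400 uM NADPH (final) for 5 min at ~22 deg C, then incubated with compound 15 min before 400 uM selenite. A first-read NADPH fluorescence drop versus no-compound background flagged substrates.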
TRHR enhancer – allosteric enhancers of human TRH receptor; P34981; TRHR cells, fluo-8 calcium fluorescence, EC20 TRH enhancement; enhancement, % at 2 µM; hit rate 0.66% among 360,000; AID 493056; in the data active means enhancement above about 30%; further: 0% is about no effect
Target sequence (P34981 whole entry, looked up): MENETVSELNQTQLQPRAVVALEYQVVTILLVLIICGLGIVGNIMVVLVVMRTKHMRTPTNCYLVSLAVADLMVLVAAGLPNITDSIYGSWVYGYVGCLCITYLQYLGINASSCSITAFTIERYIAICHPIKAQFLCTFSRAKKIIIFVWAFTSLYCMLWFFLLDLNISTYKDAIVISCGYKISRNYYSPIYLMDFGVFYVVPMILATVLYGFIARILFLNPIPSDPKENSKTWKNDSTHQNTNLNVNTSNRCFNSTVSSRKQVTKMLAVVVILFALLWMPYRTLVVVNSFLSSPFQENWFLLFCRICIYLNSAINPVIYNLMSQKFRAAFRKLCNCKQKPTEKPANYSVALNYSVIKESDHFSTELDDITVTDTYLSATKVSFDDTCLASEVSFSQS
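Enhancer read-out: after compound pinning and an initial kinetic agonist-mode read, an EC20 of TRH (10 nM final) was injected and fluo-8 calcium signal (Ex 480/Em 530) followed at 1 s/cycle for 100 cycles in TRHR-expressing cells.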
TRHR ag – activates the human TRH receptor; hit rate 0.18% among 360,000; AID 493084; TRHR cells, calcium flux fluo-8, FDSS agonist mode; activation, % at 2 µM; P34981; in the data active means activation above about 30%; further: 0% is about no effect
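Steps: seed TRHR cells overnight; add fluo-8 no-wash Ca dye, RT 30 min–1.5 h; record 10 s baseline; pin-transfer compounds; monitor fluorescence 1 cycle/s for the agonist window. Calcium increases flag candidate agonists.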
D2 antagonist – D2 dopamine receptor (human) antagonism; P14416; HEK293 TREx D2 cells, calcium flux, dopamine EC80; inhibition, % at 10 µM; hit rate 2% among 340,000; AID 485344; in the data active means inhibition above about 30%; further: 0% is about no effect
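Measurement of antagonist activity uses fluorescent calcium dye in inducible HEK293 T-REx D2 cells: 10 s baseline, compound addition with 180 s read, EC80 dopamine addition with a further 180 s read.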
USP1 inh – inhibitors of human USP1/UAF1 deubiquitinase; recombinant USP1/UAF1, Ub-Rhodamine cleavage fluorescence; Potency, µM (top dose mostly 57.1 µM), inactives show at the highest dose activity change, negative = inhibition, hits mostly inhibitors; hit rate 0.23% among 390,000; further: potency means the concentration at half of the fitted maximal effect; on the % scale 0 is the no-effect control and ±100 the full control effect; nearly all actives have a fitted effect of over 60% in size; inactives centre near -12
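In this screen, compounds sit with the deubiquitinase complex (1nM) for 15 min at room temperature before Ub-Rho is added at 150nM final. Fluorescence rise is then followed for 6 reads every 60 seconds.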
mIDH1 inhibitor – human IDH1 R132H inhibition; hit rate 0.093% among 390,000; Potency, µM (doses to about 76.6 µM), inactives show at the top dose activity change, negative = inhibition, usual class: inhibitors; IDH1-R132H enzyme, NADPH consumption, diaphorase/resazurin fluorescence; O75874; further: potency means the concentration at half of the fitted maximal effect; on the % scale 0 is the no-effect control and ±100 the full control effect; nearly all actives have a fitted effect of over 65% in size
Target sequence (O75874 whole entry R132H, stated change not applied): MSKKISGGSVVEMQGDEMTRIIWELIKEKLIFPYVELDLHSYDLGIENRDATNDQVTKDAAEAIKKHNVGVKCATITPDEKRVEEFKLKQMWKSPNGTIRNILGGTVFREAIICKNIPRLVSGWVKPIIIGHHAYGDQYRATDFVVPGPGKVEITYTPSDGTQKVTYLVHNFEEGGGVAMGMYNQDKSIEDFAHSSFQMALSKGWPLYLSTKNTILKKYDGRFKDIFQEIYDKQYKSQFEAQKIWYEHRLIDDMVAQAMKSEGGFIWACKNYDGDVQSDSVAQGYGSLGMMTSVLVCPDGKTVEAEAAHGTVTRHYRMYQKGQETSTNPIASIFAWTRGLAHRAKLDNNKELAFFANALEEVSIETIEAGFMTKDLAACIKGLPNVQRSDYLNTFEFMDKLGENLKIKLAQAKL
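IDH1-R132H (0.5 ug/mL) preincubated 30 min with compound, then NADPH (0.016 mM) and alpha-KG (2 mM) added; 80 min at RT, pH 7.5. Remaining NADPH coupled via diaphorase/resazurin to fluorescence (540/590 nm); concentration-response curves normalized to no-enzyme control.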
D2 agonist – agonists of human D2 dopamine receptor; AID 485358; hit rate 0.53% among 340,000; activation, % at 2 µM; HEK293 T-REx D2 cells, calcium flux agonist mode;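 active means activation over 3 SD above normal in the single-dose calcium agonist read, cut at about 30% in these data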; further: 0% is about no effect
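Tetracycline-induced HEK293 Trex cells with D2 receptor force-coupled to calcium signaling, plated overnight at 30 C and loaded with no-wash calcium dye. Calcium flux read kinetically for 180 s after compound addition; responses flag agonists.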
TrxR1 inh – blocks rat thioredoxin reductase 1 | hit rate 1% among 390,000 | O89049 | Potency, µM (series often up to 114 µM), for inactives: at the top dose activity change, negative = inhibition, hits mostly inhibitors | AID 588453 | recombinant rTrxR1, NADPH fluorescence consumption, selenite substrate; further: potency means the concentration at half of the fitted maximal effect; on the % scale 0 is the no-effect control and ±100 the full control effect; nearly all actives have a fitted effect of over 65% in size
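Rat TrxR1 (90 nM in the dispensed reagent) was pre-reduced with 400 uM NADPH for 5 min at room temperature, then incubated with compound for 15 min. After 400 uM selenite was added, NADPH fluorescence (Ex 340/Em 450 nm) was followed for 8 min.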
Pin1 inh – human Pin1 inhibition; Q13526; Pin1 FP peptide displacement, HiFluor488, 10 min; Potency, µM (top dose mostly 115 µM), for the others: top-dose activity, negative = inhibition, actives largely listed as inhibitors; hit rate 0.009% among 390,000; active means well fitted inhibition curve with a large enough effect in the polarisation, with a control signal flat, not every such curve was filed as active; inconclusive means small, poorly fitted or top-dose-only effect, or effect the other way, or a change in a side signal; inactive means no such curve, though single readings can be large or run the other way; the % refers to the polarisation; further: potency means the concentration at half of the fitted maximal effect; on the % scale 0 is the no-effect control and ±100 the full control effect
Target sequence (Q13526 whole entry, looked up): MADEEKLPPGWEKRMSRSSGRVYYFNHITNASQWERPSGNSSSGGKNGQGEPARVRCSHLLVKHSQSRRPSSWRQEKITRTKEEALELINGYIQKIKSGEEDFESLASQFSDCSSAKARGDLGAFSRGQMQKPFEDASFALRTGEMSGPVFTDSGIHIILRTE
An asterisk follows results filed as active; ? = inconclusive; · = not tested or not shown; [ ] = another dose, or the depositor's remark. Unless noted, the call rests on the fitted dose curve; in most records, active means well fitted inhibition curve with a large enough effect; inconclusive means small, poorly fitted or top-dose-only effect; inactive means no such curve, though single readings can be large or run the other way. Some of the compounds tested; the hit share may differ from the screen's.

Preview, 6 compounds:
SMILES	TrxR1 substrate	TRHR enhancer	TRHR ag	D2 antagonist	USP1 inh	mIDH1 inhibitor	D2 agonist	TrxR1 inh	Pin1 inh
O=C(NC(=S)NCc1ccc(Cl)cc1Cl)c1ccco1	9%[57.1 µM]	·	·	·	-17%	3%	·	-1%[57.1 µM]	-2%
Cc1cc(C(=O)CN2C(=O)C(=O)N(C3CCCC3)C2=O)c(C)n1-c1ccc(F)cc1	-8%[57.1 µM]	7	-0.4	·	-14%	-1%	·	-19%[57.1 µM]	33%[activator]
CC(C(=O)N1c2ccccc2CCc2ccccc21)n1nnc(-c2ccc(N(C)C)cc2)n1 (stereo unspecified)	2%	-4	0.2	3	0%	16%	0.2	3%	39%[activator]
CC(C)(O)C#Cc1ccc(CNC[C@H]2O[C@@H](n3cnc(C(N)=O)n3)[C@H](O)[C@@H]2O)s1	3%	·	·	·	-30%	6%	·	6%	-5%
CCn1cc(/C=N\NC(=O)COc2cccc(C)c2C)c(C)n1	0%[57.1 µM]	25	0.2	13	-2%	5%	-0.1	-3%[57.1 µM]	1%
Cc1cc(C(=O)O)ccc1N=Cc1c(O)ccc2ccccc12	5%[57.1 µM]	18	0.6	-9	-22%	17%	-1.7	0%[57.1 µM]	45%[activator]

The listing, from the first entry:
SMILES	TrxR1 substrate	TRHR enhancer	TRHR ag	D2 antagonist	USP1 inh	mIDH1 inhibitor	D2 agonist	TrxR1 inh	Pin1 inh
O=C(NC(=S)NCc1ccc(Cl)cc1Cl)c1ccco1	9%[57.1 µM]	·	·	·	-17%	3%	·	-1%[57.1 µM]	-2%
Cc1cc(C(=O)CN2C(=O)C(=O)N(C3CCCC3)C2=O)c(C)n1-c1ccc(F)cc1	-8%[57.1 µM]	7	-0.4	·	-14%	-1%	·	-19%[57.1 µM]	33%[activator]
CC(C(=O)N1c2ccccc2CCc2ccccc21)n1nnc(-c2ccc(N(C)C)cc2)n1 (stereo unspecified)	2%	-4	0.2	3	0%	16%	0.2	3%	39%[activator]
CC(C)(O)C#Cc1ccc(CNC[C@H]2O[C@@H](n3cnc(C(N)=O)n3)[C@H](O)[C@@H]2O)s1	3%	·	·	·	-30%	6%	·	6%	-5%
CCn1cc(/C=N\NC(=O)COc2cccc(C)c2C)c(C)n1	0%[57.1 µM]	25	0.2	13	-2%	5%	-0.1	-3%[57.1 µM]	1%
Cc1cc(C(=O)O)ccc1N=Cc1c(O)ccc2ccccc12	5%[57.1 µM]	18	0.6	-9	-22%	17%	-1.7	0%[57.1 µM]	45%[activator]
CCOc1cc(CNC)ccc1OCC(=O)NC(C)(C)C	8%[57.1 µM]	-1	0.3	-11	-16%	-7%	1.3	13%[57.1 µM]	-3%
Cc1nn(Cc2ccccc2)c(N)c1C#N	12%[57.1 µM]	-8	0.1	8	-2%	6%	0.3	25%[57.1 µM]	-3%
O=C(NNc1ccc([N+](=O)[O-])cc1)C12CC3CC(CC(C3)C1)C2	-1%	-1	0.2	-8	-8%	4%	0.5	9%	2%
CC1SC(c2ccccc2)N(CC(O)c2ccc([N+](=O)[O-])cc2)C1=O (stereo unspecified)	-7%	1	-0.7	15	-15%	6%	-0.4	17%	3%
COc1ccc(CNC(=O)CCc2c(C)c3cc4c(C)c(C)oc4cc3oc2=O)cc1OC	2%	-6	-1.1	·	-19%	6%	·	5%	-2%
O=C(CN1C(=O)NC2(CCCCCCC2)C1=O)Nc1ccc(Br)cc1Br	1%	-4	-0.2	-13	-24%	2%	0.0	13%	-2%
NC(=O)C1(Nc2ccc(Br)cc2)CCCC1	-8%	·	·	·	-1%	-6%	·	1%	3%
COc1cccc(CSc2nc3ccncc3[nH]2)c1	0%	-4	-0.4	14	-15%	0%	-1.3	?	-2%
COc1cc(NC(=O)COC(=O)CNC(=O)c2cc(C)cc(C)c2)c(C)cc1[N+](=O)[O-]	4%	4	-2.3	-12	-12%	0%	-2.3	19%	2%
Cc1ccc(C)c(CN2C(=O)c3ccccc3S(=O)c3ccc(C(=O)N4CCN(c5ccccc5F)CC4)cc32)c1 (stereo unspecified)	6%	2	0.6	·	-12%	-2%	1.0	21%	-1%
CCc1ccc2c(c1)c(=O)c(S(=O)(=O)c1ccccc1)cn2CC(=O)Nc1ccc(OC)cc1	-1%	10	0.7	·	-19%	-7%	0.5	7%	14%
C=CCNC(=O)/C(=C/c1ccc(Br)cc1)NC(=O)c1ccccc1OC	-2%	-2	-2.4	-3	-8%	0%	-0.3	16%[57.1 µM]	3%
CSc1ccc(NC(=O)NCCCN2CCN(c3ccccc3F)CC2)cc1	-17%	-1	0.7	100*	-4%	-2%	69*	20%[57.1 µM]	-1%
COc1ccc(NC(=O)CN(C)C(=O)c2ccc3c(c2)OCCO3)cc1	9%[57.1 µM]	2	0.0	-4	1%	-1%	-0.4	8%[57.1 µM]	14%
COc1ccc(-c2[nH]ncc2CN2CCCO2)cc1F	2%	22	0.5	-31	-21%	-15%	-0.1	21%	-6%
COc1ccc(C2/C(=C(/O)c3ccc(F)cc3)C(=O)C(=O)N2c2ccccn2)cc1OC (stereo unspecified)	-10%	13	0.0	-18	-21%	-8%	0.4	-4%	-7%
S=C(Nc1ccc(Cl)cc1)NC1CC2CCCC(C1)N2C1CC1 (stereo unspecified)	11%[57.1 µM]	1	0.1	1	-8%	-1%	-1.7	-17%	-1%
O=S(=O)(Nc1ccccc1)c1ccc(S(=O)(=O)N2CCCC2)cc1	7%	-1	0.7	-26	-18%	-6%	-0.2	14%	3%
O=C(NC1CCSc2ccccc21)c1cccc(S(=O)(=O)N2CCOCC2)c1 (stereo unspecified)	-16%	-11	-1.1	-4	-13%	4%	-0.1	-16%	10%

More structures follow.
SMILES	TrxR1 substrate	TRHR enhancer	TRHR ag	D2 antagonist	USP1 inh	mIDH1 inhibitor	D2 agonist	TrxR1 inh	Pin1 inh
Cc1ccc(S(=O)(=O)NNC(=O)Nc2cccc(C)c2C)c(C)c1	-1%	-4	-0.5	5	-12%	-9%	-1.0	18%	-9%
Cn1nnc(NC(=O)COc2ccc(C3CCCCC3)cc2)n1	-8%	1	-1.2	8	-7%	8%	0.2	-5%	-4%
CCC(C)C1=CC(=Nc2c(C)n(C)n(-c3ccccc3)c2=O)C=C(C(C)CC)C1=O (stereo unspecified)	1%[57.1 µM]	-14	-0.3	·	-15%	10%	·	6%[57.1 µM]	-8%
NS(=O)(=O)c1ccc(NC(=O)C(=O)Nc2ccc3nc4n(c(=O)c3c2)CCCCC4)cc1	2%	2	0.8	·	-21%[11.4 µM]	0%	·	11%	17%
Oc1ccc(N2CCN(Cc3c(-c4ccccc4)nc4ccccn34)CC2)cc1	1%	-2	0.5	-3	-7%	1%	-0.1	12%	4%
CCOc1ccc(CCNC(=O)c2ccc(C)c(NC3=NC4CS(=O)(=O)CC4S3)c2)cc1 (stereo unspecified)	-9%	4	0.7	·	-16%	-3%	·	-4%	-4%
CN(CC(=O)O/N=C(\N)c1ccccn1)S(=O)(=O)c1cc(Cl)ccc1Cl	2%	-7	0.1	-13	-4%	0%	-0.1	12%	-7%
O=C(Nc1ccc(N2CCN(C(=O)c3ccco3)CC2)c(Cl)c1)c1cccnc1	4%	-2	-0.2	-4	-19%	-3%	0.7	8%	-1%
CCOC(=O)c1c(C)[nH]c(C)c1C(=O)CSc1nnc(-c2ccncc2)n1Cc1ccccc1	-4%	6	0.3	-14	-12%	8%	-0.3	-5%	0%
OC(c1ccccc1)c1nc2ccccc2s1 (stereo unspecified)	-8%	7	-0.2	11	1%	-2%	-0.1	0%[57.1 µM]	-2%
O=C(CCCN1C(=O)c2ccccc2C1=O)Nc1cccnc1	9%	23	0.5	3	-6%	-1%	-0.3	13%	2%
CS(=O)(=O)Nc1ccccc1C(=O)NCc1ccco1	39%[activator]	6	0.6	3	-7%	-1%	0.9	-16%	-7%
COC(=O)CCc1c(C)[nH]c(C(=O)OCc2ccccc2)c1C	11%[0.457 µM]	-3	-0.8	9	-6%	10%	0.5	24%[0.457 µM]	0%
O=C(NC1CC1)C1=C[C@H](c2ccc(Br)cc2)C[C@H](OCc2ccc(CO)cc2)O1	5%	3	-0.1	-26	-29%	-4%	0.2	8%	-4%
O=C(CCl)N1c2ccccc2Sc2c1ccc1ccccc21	17%[57.1 µM]	·	·	·	-30%	-25%	·	?	-14%
CCOC(=O)[C@@H]1[C@H]2COc3ccc(Br)cc3[C@@H]2N2C(=O)N(c3ccc(C(F)(F)F)cc3)C(=O)[C@]12C	-4%	-1	1.7	-20	-16%	14%	0.2	19%[57.1 µM]	10%
COc1ccc(C(=O)/C=C/c2cn(CC(O)CN3CCc4ccccc43)c3ccccc23)cc1 (stereo unspecified)	-7%	1	2.5	·	-12%	-7%	·	5%	36%[activator]
CCn1c(SCC(=O)Nc2ccc(Cl)cc2)nc2nc3c(cc2c1=O)CCCC3	-7%	18	-0.4	11	-2%	2%	-0.8	-10%	1%
O=C(NC1CC1)C1=C[C@@H](c2c[nH]c3ccccc23)C[C@@H](OCCCCO)O1	-3%	-1	-0.3	-25	-14%	0%[38.3 µM]	-0.4	-2%	25%
Clc1ccc2c(c1)C(c1cccs1)=NNC(c1cccnc1)=N2	-5%	-8	-0.2	-13	-13%	?	0.4	4%	-4%
CC1CCCN(C(=S)Nc2ccc(Nc3ccccc3)cc2)C1 (stereo unspecified)	1%[57.1 µM]	0	0.1	6	-12%	-3%	0.5	16%[57.1 µM]	0%
Cc1cc(Cn2nnc(-c3ccc(Br)cc3)n2)cc(C)c1O	1%	11	1.0	-3	-15%	3%	0.2	1%	3%

Source: PubChem BioAssay
